Bioassay records from PubChem.
ERAP1 HTS inh: ERAP1 (human) enzyme inhibition; Q9NZ08; recombinant ERAP1, Leu-AMC fluorescence, 60 min; inhibition, % at 10.7 µM; actives 0.15% (n = 340,000);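 active means mean replicate inhibition of at least 30%, or all replicates individually reaching that 30% level; inactive means mean below 30% and not every replicate reaching it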;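 further: 0% = neutral control wells and 100% = L-leucinethiol positive control wells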
Target sequence (Q9NZ08 whole entry, looked up): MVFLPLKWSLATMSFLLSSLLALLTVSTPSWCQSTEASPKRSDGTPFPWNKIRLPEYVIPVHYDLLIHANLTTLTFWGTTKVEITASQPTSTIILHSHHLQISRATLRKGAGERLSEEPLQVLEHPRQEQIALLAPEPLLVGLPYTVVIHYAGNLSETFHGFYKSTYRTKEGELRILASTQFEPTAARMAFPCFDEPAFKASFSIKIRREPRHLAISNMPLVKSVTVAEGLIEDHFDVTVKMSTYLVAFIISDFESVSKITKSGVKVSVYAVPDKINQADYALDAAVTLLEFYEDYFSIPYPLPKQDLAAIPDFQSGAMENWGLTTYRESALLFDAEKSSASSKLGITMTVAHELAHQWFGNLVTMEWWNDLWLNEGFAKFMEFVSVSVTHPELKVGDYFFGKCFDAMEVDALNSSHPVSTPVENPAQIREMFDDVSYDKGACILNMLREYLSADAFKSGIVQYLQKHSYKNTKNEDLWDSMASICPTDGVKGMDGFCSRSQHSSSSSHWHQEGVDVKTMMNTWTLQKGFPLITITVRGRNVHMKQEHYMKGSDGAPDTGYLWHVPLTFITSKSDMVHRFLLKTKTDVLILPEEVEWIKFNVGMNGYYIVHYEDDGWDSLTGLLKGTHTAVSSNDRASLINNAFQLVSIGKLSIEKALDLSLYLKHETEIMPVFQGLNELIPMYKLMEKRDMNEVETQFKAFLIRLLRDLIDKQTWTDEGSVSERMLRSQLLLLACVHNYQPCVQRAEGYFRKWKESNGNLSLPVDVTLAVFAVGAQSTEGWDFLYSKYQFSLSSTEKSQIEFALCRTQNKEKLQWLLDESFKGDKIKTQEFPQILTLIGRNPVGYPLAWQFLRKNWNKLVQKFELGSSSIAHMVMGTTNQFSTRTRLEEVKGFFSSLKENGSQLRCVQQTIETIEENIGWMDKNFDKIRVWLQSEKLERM
LGR2 inh: Drosophila LGR2 receptor signaling inhibition; inhibition, % at 9.99 µM; actives 0.35% (n = 380,000); AID 720647; HEK293 LGR2, CRE-luciferase, bursicon-stimulated, 4 h;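 active means drop in luminescence signal, shown as inhibition above about 50% in the replicate tests, limit read from the data, passing the limit was not always enough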;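 further: agonist challenge used bursicon conditioned medium at about half maximal strength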
SIRT5 inh: sirtuin-5 (human) deacylase inhibition. Q9NXA8. Purified SirT5, succinyl-peptide AMC, trypsin-coupled fluorescence. inhibition, % at 15 µM. actives 1.1% (n = 330,000). AID 652115; in the data active means inhibition above about 15%
S100A4 inh HTS: inhibitors of human S100A4 binding to myosin IIA peptide; inhibition, % at 10.7 µM; S100A4/TAMRA-MyoIIA peptide fluorescence polarization; actives 0.14% (n = 360,000); AID 652163;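 active means mean inhibition of at least 70% across replicates, with every replicate also reaching that level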
Target sequence (P26447 whole entry, looked up): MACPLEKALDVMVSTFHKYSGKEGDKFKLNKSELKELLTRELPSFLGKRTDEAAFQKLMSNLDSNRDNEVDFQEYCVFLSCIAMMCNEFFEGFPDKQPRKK
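Assay system: human S100A4 monomer with TAMRA-labelled myosin IIA peptide / Buffer or medium: Calcium-containing HEPES buffer, pH 7.2 / Reagent: TAMRA-labelled myosin IIA heavy-chain peptide probe, 5 nM / Compound: one dose per compound / Timing: polarization read 5 min after assay mix addition, stable 5–60 min / Benchmarks: neutral control DMSO, positive control TFP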
XiGFP reactiv: X-chromosome reactivation activator; XiGFP mouse fibroblasts, % GFP-positive cells imaging, 3 d; cells co-treated with 5-aza-dC sensitizer; scaled so ellipticine positive control = 100%; activation, % at 7.58 µM; actives 0.055% (n = 360,000);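 active means mean normalized replicate activation at least 10% and every replicate at or above 10%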;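 further: 0% = median of on-plate neutral control wells and 100% = ellipticine 6 µM median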
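System: XiGFP fibroblasts, SV40-immortalized. Medium: DMEM plus 5-aza-dC sensitizer. Doses: single point. Timing: 3 d treatment, 15 min room-temperature fixation. Control set: ellipticine 6 µM.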
PGC1a acetyl inh: lowers PGC1a acetylation signal in U2OS cells; inhibition, % at 15.6 µM; AID 651687; actives 0.17% (n = 350,000); AlphaScreen anti-acetyl-lysine; with virally co-expressed GCN5 acetyltransferase;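 active means every replicate shows inhibition of at least 40%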;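 further: 0% = neutral control wells and 100% = positive control wells; some results beyond the cut were filed as inactive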
Cneo AK release: Cryptococcus neoformans lysis via adenylate kinase release; C. neoformans lysis, adenylate kinase release luminescence, 4 h; normalised: neutral wells 0, clomiphene wells 100; actives 0.2% (n = 360,000); lysis activity, % at 15 µM;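 active means mean lysis activity across replicates of at least 80%, whatever share of replicates individually reach that level; inactive means mean lysis activity below 80%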
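Test system: log-phase Cryptococcus neoformans yeast cells; Quantity: yeast cell density of 5 × 10^6 cells/mL; Buffer or medium: YPD; Doses: single compound concentration per well; Timing: 4 h at 37 °C static, read 1 h later; Measured by: AK luminescence; Read-out basis: lysis from increased AK signal; Control set: Clomiphene as positive control.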
C2C12 statin: suppressors of simvastatin-induced myotoxicity in C2C12 myotubes; rescue of ATP level, % at 7.49 µM; ATP luminescence, 48 h; scaled: DMSO 0, geranylgeraniol control 100; AID 602340; actives 0.78% (n = 330,000);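 active means mean ATP rescue above about 67%, or every replicate alone reaching that limit, limit read from the data, passing the limit was not always enough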;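 further: myotubes were challenged with 10 µM simvastatin during compound exposure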
Active calls of the source: *; x = not tested or not shown. Not all compounds are listed; the hit share may differ from the screen's.

Start of the listing, in advance, 4 compounds:
structure	S100A4 inh HTS	XiGFP reactiv	ERAP1 HTS inh	SIRT5 inh	Cneo AK release	LGR2 inh	PGC1a acetyl inh	C2C12 statin
CCOC(=O)c1c(C)[nH]c(C(=O)COC(=O)C(C)Oc2ccc(Cl)cc2Cl)c1C (stereo not drawn)	-9.2	0.0	-2.0	4.5	11.0	-8.5	-1.9	-2.7
C[C@H]1CN([C@@H](C)CO)C(=O)c2cccc(N(C)C)c2O[C@@H]1CN(C)Cc1ccc(C(=O)O)cc1	1.8	0.4	1.1	-1.9	1.0	-1.7	-10.4	-20.9
O=[N+]([O-])c1ccc(N/N=C/c2sc(N3CCOCC3)nc2-c2ccccc2)c(S(=O)(=O)Nc2ccc(Cl)cc2)c1	-22.0	86.7*	2.0	-2.4	x	5.1	x	x
Cc1cccc(N2CCN(CC(=O)N(C)Cc3ccccc3)CC2C)c1 (stereo not drawn)	-1.8	0.1	3.1	-0.5	-0.1	-3.3	-0.8	-13.8

All compounds of this part, previewed entries included:
structure	S100A4 inh HTS	XiGFP reactiv	ERAP1 HTS inh	SIRT5 inh	Cneo AK release	LGR2 inh	PGC1a acetyl inh	C2C12 statin
CCOC(=O)c1c(C)[nH]c(C(=O)COC(=O)C(C)Oc2ccc(Cl)cc2Cl)c1C (stereo not drawn)	-9.2	0.0	-2.0	4.5	11.0	-8.5	-1.9	-2.7
C[C@H]1CN([C@@H](C)CO)C(=O)c2cccc(N(C)C)c2O[C@@H]1CN(C)Cc1ccc(C(=O)O)cc1	1.8	0.4	1.1	-1.9	1.0	-1.7	-10.4	-20.9
O=[N+]([O-])c1ccc(N/N=C/c2sc(N3CCOCC3)nc2-c2ccccc2)c(S(=O)(=O)Nc2ccc(Cl)cc2)c1	-22.0	86.7*	2.0	-2.4	x	5.1	x	x
Cc1cccc(N2CCN(CC(=O)N(C)Cc3ccccc3)CC2C)c1 (stereo not drawn)	-1.8	0.1	3.1	-0.5	-0.1	-3.3	-0.8	-13.8
CN1CCN(NC(=O)c2cc(-c3ccc(Cl)s3)nc3ccccc23)CC1	-3.5	0.2	1.5	-0.5	6.7	-3.2	x	-5.6
O=C(Nc1ccc2nc(-c3ccccn3)c(-c3ccccn3)nc2c1)N1CCOCC1	2.0	0.0	8.5	-4.9	x	10.7	-4.4	8.9
O=C(CSc1nnc2ccc(-c3ccncc3)nn12)Nc1ccc(F)cc1	-1.2	0.1	-0.3	-3.6	0.8	-16.2	x	21.9
Cc1cccc(Oc2ccccc2NC(=O)CN2C(=O)NC3(CCCC3)C2=O)c1	-1.4	-0.1	0.4	-12.7	1.1	-28.8	x	2.6
Cc1ccc(S(=O)(=O)N(C)C[C@@H]2Oc3ccc(NC(=O)CCCCCC(=O)Nc4ccccc4N)cc3CC(=O)N([C@@H](C)CO)C[C@H]2C)cc1	12.4	-1.1	-1.6	-4.6	0.2	-9.6	12.8	5.4
C/C=C/C(=O)OCC(=O)Nc1cccc(Br)c1	-3.8	0.7	1.5	-0.4	x	6.6	x	x
Cc1ccc(C(=O)CSc2cc(C)nc(SCC(=O)c3ccccc3)n2)cc1	x	x	x	x	7.4	2.7	-7.6	-15.5
COc1ccc(NC(=O)N(C)C[C@H]2Oc3ccc(NC(=O)c4ccncc4)cc3C(=O)N([C@@H](C)CO)C[C@@H]2C)cc1	x	0.4	x	x	7.7	0.5	7.5	-27.4
COC(=O)C1CCN(C(c2ccc(OC)c(OC)c2)c2sc3nc(C)nn3c2O)CC1 (stereo not drawn)	0.1	0.0	4.5	5.4	-0.6	-2.1	x	-2.5
CS(=O)(=O)Nc1ccc(-c2nnc3n2CCCCC3)cc1	5.1	0.1	4.2	-2.0	0.6	4.3	0.4	0.1
COc1ccc(S(=O)(=O)N2CCC(C(=O)Nc3ccccc3N3CCCC3)CC2)cc1OC	-6.1	0.3	0.6	3.5	-1.2	9.7	1.2	1.1
C/C=C/c1ccc([C@@H]2[C@H](CO)N(CC3CC3)C23CN(S(=O)(=O)CC)C3)cc1	-38.5	0.3	-2.4	22.6*	x	-10.3	x	x
Cc1c(NC(=O)c2cc(S(=O)(=O)N3CCCCC3)ccc2Cl)c(=O)n(-c2ccccc2)n1C	-5.6	0.4	-1.5	6.8	0.1	14.3	-4.1	1.3
O=[N+]([O-])c1ccc(F)cc1OCc1cccc(S(=O)(=O)N2CCOCC2)c1	-8.5	0.2	-0.9	0.6	x	13.0	x	x
CC(C)NC(=O)N1[C@H](CO)[C@@H]2c3ccccc3N(C(=O)c3ccccn3)C[C@@H]21	5.3	0.0	0.7	5.3	1.8	-2.6	5.4	-16.0
COCC(=O)Nc1ccc2c(c1)C(=O)N(C)[C@@H]1CC[C@@H](CC(=O)NC3CCCC3)O[C@H]1CO2	x	0.1	x	x	-3.3	-3.5	1.0	-2.9
CCC(=O)Nc1ccc2c(c1)C(=O)N(C)C[C@@H](OC)[C@@H](C)CN(Cc1ccccc1)[C@@H](C)CO2	51.3	0.3	-0.5	-1.4	1.7	1.3	-10.6	-3.0
C#CCOCCOCCOCCNc1nc(N2CCN(C(=O)[C@H](CCCN=C(N)N)n3cc(C(N)[C@@H](C)CC)nn3)CC2)nc(N2CCN(C(=O)[C@H](CC(N)=O)n3cc([C@@H](N)CC(N)=O)nn3)CC2)n1 (stereo partly drawn)	17.4	0.0	-2.1	-7.3	1.1	-14.7	2.7	1.5
CCOC(=O)CSc1ccc2nnc(-c3cccs3)n2n1	-2.9	0.0	10.4	-1.0	-2.2	4.4	0.7	x
C[C@H]1CN([C@@H](C)CO)C(=O)Cc2cc(NS(=O)(=O)c3ccccc3)ccc2O[C@@H]1CN(C)S(=O)(=O)c1cccs1	-4.0	0.0	2.0	1.4	-15.0	-2.4	-35.2	40.2
Cc1cc(C(=O)Nc2cccc3c2O[C@H](CN(C)CC2CCCCC2)[C@@H](C)CN([C@H](C)CO)C3=O)n(C)n1	-15.6	-0.1	0.0	0.1	-3.6	-3.0	15.1	-17.2

The list continues.
structure	S100A4 inh HTS	XiGFP reactiv	ERAP1 HTS inh	SIRT5 inh	Cneo AK release	LGR2 inh	PGC1a acetyl inh	C2C12 statin
Oc1ccc(CN2CCN(c3ncccn3)CC2)cc1	-1.7	0.0	-1.4	7.6	0.1	-10.7	10.8	-6.8
CC=Cc1ccc2n(c1=O)C[C@H]1[C@H](CO)[C@@H](C(=O)Nc3ccc(-c4ccccc4)cc3)[C@@H]2N1C(C)=O (mixture of isomers)	-10.0	0.0	-0.6	-7.5	x	2.1	x	x
COc1ccc(/C=C/C(=O)c2ccc(NS(=O)(=O)c3ccc(C)cc3)cc2)cc1O	x	0.0	x	x	x	45.9	25.4	0.3
CC(Oc1ccccc1)C(=O)Nc1ccc(S(=O)(=O)Nc2nccs2)cc1 (stereo not drawn)	-13.6	0.0	-3.1	-14.8	16.3	2.9	-2.4	6.0
CO[C@H]1CN(C)C(=O)c2cc(NS(C)(=O)=O)ccc2OC[C@H](C)N(Cc2cccnc2)C[C@@H]1C	x	0.1	x	x	x	19.9	12.9	8.8
Cc1ccccc1S(=O)(=O)NCC[C@@H]1CC[C@H](NC(=O)C2CCC2)[C@H](CO)O1	2.2	-0.1	-3.4	0.7	-1.6	7.1	-18.4	-2.2
COc1ccc(NC(=O)CSc2ccc3nnc(-c4ccccn4)n3n2)cc1	2.3	0.1	2.5	1.2	2.6	15.0	x	-2.2
O=C(C[C@@H]1C[C@H]2c3cc(NC(=O)NC4CCCC4)ccc3O[C@H]2[C@@H](CO)O1)NC1CCCCC1	0.8	0.0	-1.1	2.4	-53.0	-3.9	-6.2	3.6
CCC(=O)c1c[nH]c(C(=O)NCc2cccs2)c1	-3.5	0.0	-3.3	-3.3	-4.0	4.9	-14.5	-16.4
O=C(c1ccc(F)cc1)N1C[C@H]2[C@@H](c3ccccc31)[C@H](CO)N2C(=O)c1ccccc1	5.3	0.0	-2.1	-1.3	-3.2	-5.6	-3.3	2.7
CCCCc1c(-c2ccccc2OC)ncn1Cc1ccc(C(C)(C)C)cc1	-0.3	-0.1	1.1	x	x	36.9	x	x
CC(=O)Nc1ccc(NC2=CC(=O)c3ccccc3C2=O)cc1	1.1	0.1	-2.1	-3.3	-2.2	-35.2	x	-15.4
Cc1ccc(S(=O)(=O)Nc2ccc3c(c2)C(=O)N([C@@H](C)CO)C[C@@H](C)[C@@H](CN(C)C(=O)Nc2ccc4c(c2)OCO4)OCCCC[C@@H](C)O3)cc1	2.9	0.4	2.5	13.0	1.5	1.8	-10.8	x
CCCCN(CCCC)C(=O)c1cc2ccccc2c(=O)o1	5.2	0.0	1.9	-4.6	4.6	12.1	-0.2	x
NS(=O)(=O)c1ccc(NC(=S)Nc2ccc(S(=O)(=O)Nc3nccs3)cc2)cc1	-5.0	0.0	-2.1	x	x	-7.8	x	x
O=C(C[C@H]1CC[C@H](NC(=O)c2ccccc2)[C@@H](CO)O1)NCc1ccc(Oc2ccccc2)cc1	-6.5	-0.7	-3.9	6.4	-1.1	14.6	3.3	7.6
CN(C)S(=O)(=O)c1cccc(NC(=O)C2Cc3ccccc3CN2C(=O)c2ccco2)c1 (stereo not drawn)	-4.2	0.2	-1.5	1.3	0.0	-83.2	-7.9	0.6
COc1ccc(C(c2nnnn2-c2ccc(OC)cc2)N2CCN(C/C=C/c3ccccc3)CC2)cc1 (stereo not drawn)	-6.0	0.0	2.8	-2.2	-30.0	13.0	2.9	3.2
COc1ccc(CNC(=O)/C=C/C(=O)O)cc1	2.6	0.0	-0.2	-2.1	-0.1	x	2.6	-1.1
C[C@@H]1CCCCO[C@@H](CN(C)C(=O)Nc2ccc(F)cc2)[C@@H](C)CN([C@@H](C)CO)C(=O)c2cc(NC(=O)Nc3cccc4ccccc34)ccc2O1	-12.6	-0.1	1.7	6.3	2.6	-21.2	1.7	-3.8
COc1ccccc1OCC(=O)N(Cc1nnc(-c2ccccc2Cl)o1)C1CC1	0.4	0.0	0.4	-3.6	x	-14.0	x	x
CC(NC(=O)c1ccc(Br)s1)C1CCCO1 (stereo not drawn)	0.6	x	-1.5	-4.1	x	-1.1	2.5	x
C[C@@H]1CCCCO[C@H](CN(C)Cc2ccc(Cl)c(Cl)c2)[C@H](C)CN([C@@H](C)CO)C(=O)c2cc(NC(=O)C3CCCCC3)ccc2O1	1.4	0.0	-0.3	-0.7	5.9	13.4	-10.6	x
C[C@H](CO)N1C[C@H](C)[C@H](CN(C)C(=O)NC2CCCCC2)Oc2c(NC(=O)C3CCOCC3)cccc2C1=O	-0.9	-0.5	-2.4	-4.3	13.0	-2.0	2.3	-18.9
COc1cc(/C=C/C(=O)OCC(=O)N2CCCc3ccccc32)ccc1O	-3.2	-0.1	0.7	-5.1	0.6	-8.5	-0.4	-4.3
COc1ccc(NC(=O)CSc2nc(N)cc(=O)[nH]2)cc1S(=O)(=O)N1CCCCC1	3.5	0.0	3.4	0.8	-3.5	7.6	x	-1.9
N#C[C@H]1[C@@H](c2ccccc2/C=C/c2ccccc2)[C@@H](CO)N1C(=O)Nc1ccccc1	-2.1	0.0	0.3	-1.0	x	-7.1	x	x
